KCNQ1 block: blocks the human KCNQ1 potassium channel; CHO-K1 KCNQ1, FluxOR thallium flux fluorescence; active compounds read high; B-score at 10 µM; 310,000 compounds, 1.3% hits; AID 2642;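 active means compounds whose thallium flux B-score, printed positive for inhibition, exceeds three library SD while starting fluorescence stays within three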;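 further: channel opened by potassium depolarization with thallium stimulus after 20 min compound exposure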
Target sequence (P51787 whole entry, looked up): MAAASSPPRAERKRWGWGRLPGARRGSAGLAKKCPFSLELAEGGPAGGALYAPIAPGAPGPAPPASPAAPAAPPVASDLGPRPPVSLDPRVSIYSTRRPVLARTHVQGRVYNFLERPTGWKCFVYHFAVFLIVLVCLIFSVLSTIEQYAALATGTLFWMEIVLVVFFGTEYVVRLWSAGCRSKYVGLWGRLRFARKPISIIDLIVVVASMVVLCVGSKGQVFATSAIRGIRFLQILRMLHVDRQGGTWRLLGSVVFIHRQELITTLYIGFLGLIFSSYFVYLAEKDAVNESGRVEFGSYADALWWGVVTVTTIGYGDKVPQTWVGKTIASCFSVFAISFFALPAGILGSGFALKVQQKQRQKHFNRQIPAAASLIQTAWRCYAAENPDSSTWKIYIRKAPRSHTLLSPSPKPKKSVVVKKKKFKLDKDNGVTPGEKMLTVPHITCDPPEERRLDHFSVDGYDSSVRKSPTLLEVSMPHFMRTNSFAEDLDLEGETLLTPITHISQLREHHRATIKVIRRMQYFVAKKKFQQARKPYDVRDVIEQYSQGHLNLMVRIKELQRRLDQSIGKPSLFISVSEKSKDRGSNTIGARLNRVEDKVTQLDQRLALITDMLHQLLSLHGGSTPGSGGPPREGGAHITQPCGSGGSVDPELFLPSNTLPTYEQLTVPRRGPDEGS
hERG rescue: hERG (human) protection from proarrhythmic block; Q12809; CHO-hERG, FluxOR thallium flux, dofetilide IC70 present; activation (rescue from dofetilide block), less the hit threshold, % at 10 µM; 310,000 compounds, 0.51% hits;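 active means activation above the mean of controls blocked by dofetilide plus 5 SD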;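 further: thallium influx through hERG after potassium depolarization seen as dye fluorescence rise; in these data hits start at about 4.7%; inactives centre near -7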
DYRK1A inh: blocks rat Dyrk1A kinase activity; Q63470; ADP-Glo luminescence, NFATc1 peptide; inhibition, % at 12.5 µM; 310,000 compounds, 0.43% hits; AID 504441; in the data active means inhibition above about 50%;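 further: plate controls were vehicle with enzyme for no effect and no enzyme for full effect; many of its hits are not listed in these tables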
KCNK3 block: human KCNK3 channel inhibition, primary screen. B-score at 10 µM. 340,000 compounds, 0.84% hits. O14649. CHO-KCNK3 thallium flux, FluxOR fluorescence; active compounds read low. AID 602410;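 active means B-score under library mean minus 4 SD, starting fluorescence ratio at most library mean plus 5 SD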;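 further: more negative B-score means stronger inhibition of thallium flux through KCNK3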
Target sequence (O14649 whole entry, looked up): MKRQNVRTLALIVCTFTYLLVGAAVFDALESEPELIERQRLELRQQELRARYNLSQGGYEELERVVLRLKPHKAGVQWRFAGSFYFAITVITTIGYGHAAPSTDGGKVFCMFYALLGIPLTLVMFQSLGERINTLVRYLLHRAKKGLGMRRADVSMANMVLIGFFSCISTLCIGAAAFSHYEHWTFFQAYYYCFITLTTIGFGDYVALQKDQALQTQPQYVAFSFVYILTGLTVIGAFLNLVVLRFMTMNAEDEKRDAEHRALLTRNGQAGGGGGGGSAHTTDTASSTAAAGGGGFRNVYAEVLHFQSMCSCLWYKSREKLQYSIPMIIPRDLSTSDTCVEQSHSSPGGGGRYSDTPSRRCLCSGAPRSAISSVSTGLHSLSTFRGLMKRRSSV
TRPC4 inh: inhibitors of mouse TRPC4 channel; HEK293 TRPC4beta/mu-opioid, DAMGO-evoked Fluo4 calcium flux; active compounds read low; B-score at 10 µM; 300,000 compounds, 0.39% hits; AID 2247;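 active means B-score over 3 SD under the library average, no early fluorescence shift, positive overall ratio signal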
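Assay system: HEK293 cells with stable TRPC4beta plus mu-opioid receptor expression. Dosing: single dose. Measured by: Fluo4 Ca2+ flux fluorescence. Also added: DAMGO in two steps, submaximal then maximal. Read-out: B score from integrated Fluo4 fluorescence ratio.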
TRPC4 agonist: opens the mouse TRPC4 cation channel; Q9QUQ5; HEK293 TRPC4beta/mu-opioid, Fluo4 calcium fluorescence; active compounds read high; B-score at 10 µM; 310,000 compounds, 0.49% hits; AID 2237;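 active means B-score above 5 SD of library B-scores, and initial fluorescence ratio not above library mean plus 5 SD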;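 further: positive B-score marks a calcium rise read as TRPC4 activation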
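Assay system: HEK293 stable line with TRPC4beta plus mu-opioid receptor. Times: dye 45 min RT, read 110 s. Measured by: kinetic Fluo4 calcium fluorescence. Measure: B score of integrated ratio. Controls: assay buffer as low control, maximal DAMGO as high control.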
Platelet DG rel: platelet dense granule release activity. 300,000 compounds, 0.22% hits. inhibition, %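 (compounds screened at 7.5 µM in platelet-rich plasma)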. human platelet-rich plasma, SFLLRN dense granule ATP release, luminescence;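 active means mean replicate score, as percent of positive control, at or above 50; inconclusive means mean below 50 but at least one replicate at or above 50; inactive means mean and every replicate below 50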
TRPC4 PAM: allosterically enhances the mouse TRPC4 cation channel; 310,000 compounds, 0.42% hits; HEK293 TRPC4beta/mu-opioid, DAMGO EC20, Fluo-4 Ca2+ flux; active compounds read high; Q9QUQ5; B-score at 10 µM; AID 2227;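 active means B-score of calcium response area above 5 SD of library B-scores, with initial fluorescence ratio within 5 SD of library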;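 further: B-score of integrated fluorescence ratio over time as area under calcium response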
PolyA inh: blocks polyadenylation in yeast reporter cells; S. cerevisiae SKY197-pL101 polyadenylation reporter, beta-gal luminescence; efflux-impaired pdr1/pdr3 knockout yeast; score 100 = 6 SD above DMSO; calls only at 12 µM; 300,000 compounds, 0.02% hits;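 active means lowest replicate activity score at least 50, where 100 means six control SD above control mean; inconclusive means lowest score under 50 but half or more replicates reach 50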;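 further: yeast exposed to compound for 9 h at 30 °C; higher score means more reporter readthrough which indicates perturbed polyadenylation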
KCNK9 block: blocks the human KCNK9 two-pore domain potassium channel | Q9NPC2 | HEK293 KCNK9, FluxOR thallium flux fluorescence; active compounds read low | B-score at 10 µM | 310,000 compounds, 1.2% hits | AID 488922;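 active means ratio B-score over 3 SD below the library mean, with starting fluorescence within 5 SD of its mean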;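 further: negative B-score means less thallium flux so channel inhibition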
KCNQ1 act: potentiates or activates the human KCNQ1 potassium channel; AID 2648; CHO-K1 KCNQ1, thallium flux FluxOR fluorescence; active compounds read high; P51787; 310,000 compounds, 0.35% hits; B-score at 10 µM;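 active means fluorescence ratio B-score, a plate-corrected score, at least three library SD, with initial intensity B-score within 5 SD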
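Material: CHO-K1 cells stably expressing KCNQ1. Medium: assay buffer for compound exposure, DMSO matched across wells. Reagent: K+/Tl+ depolarizing stimulus. Compound dosing: single-concentration screen. Times: 37 °C overnight plating, 90-min dark dye load, 20-min compound pretreatment. Technique: FluxOR Tl+ flux fluorescence.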
An asterisk follows results filed as active; i = inactive; ? = inconclusive; / = not tested or not shown.

SMILES	KCNQ1 block	hERG rescue	DYRK1A inh	KCNK3 block	TRPC4 inh	TRPC4 agonist	Platelet DG rel	TRPC4 PAM	PolyA inh	KCNK9 block	KCNQ1 act
NC(=O)c1ccc(NC(=O)COC(=O)/C=C/c2ccc3c(c2)OCO3)cc1	i	-15	-1	i	i	i	-9	i	i	i	i
CCOc1ccccc1NC(=O)CN(C)S(=O)(=O)c1ccc2[nH]c(=O)oc2c1	i	-7	4	i	i	i	0	i	i	i	i
Cc1cc(C)cc(C(=O)OCC(=O)N2CCCC2)c1	i	-4	-6	i	i	i	-15	i	i	i	i
CS(=O)Cc1cc(Sc2ccccc2)nc(-c2ccncc2)n1 (centres undefined)	i	-12	-2	i	i	i	-5	i	i	i	i
Cc1ccc(Cl)cc1NC(=O)CSc1nnc(C)n1-c1ccccc1	i	0	-4	i	i	i	-17	i	i	i	i
COc1ccc(/C=C2\SC(=O)N(CCNC(=O)C3CSC4(C)CCC(=O)N34)C2=O)cc1 (centres undefined)	i	-21	17	i	i	i	-3	i	i	i	i
CCOC(=O)c1c(-c2ccccc2)csc1NC(=O)CSc1nnnn1C	i	-9	1	i	i	i	3	i	i	i	i
CCC(=O)Nc1nc2ccccc2n1Cc1ccccc1	i	-7	0	i	i	i	-1	i	i	i	i
CN1CCN(c2ccc(Cl)cc2NC(=O)CN2C(=O)NC(C)(c3ccccc3)C2=O)CC1 (centres undefined)	i	-6	/	i	i	i	-8	i	i	i	i
CCOC(=O)C(=O)Nc1nnc(CCc2ccccc2)s1	i	-6	-10	i	i	i	3	i	i	i	i
O=C(CSc1nnc(-c2ccco2)o1)Nc1cccc([N+](=O)[O-])c1	i	-10	-7	i	i	i	-5	i	i	i	i
COC(=O)c1ccccc1NC(=O)Nc1ccc(Br)cn1	i	-10	4	i	i	i	-2	i	i	i	i
Cc1cc(N2C(=O)C(O)=C(C(=O)c3cc4ccccc4o3)C2c2ccc(Br)cc2)no1 (centres undefined)	i	-7	/	i	i	i	3	i	i	i	i
CCOC(=O)C1=C(c2ccccc2)NC(=S)NC1C (centres undefined)	i	-7	-5	i	i	i	1	i	i	i	i
COc1ccc(Cl)cc1NS(=O)(=O)c1cccc(C(=O)NCC(c2ccco2)N(C)C)c1 (centres undefined)	i	-7	6	i	i	i	-11	i	i	i	i
CC(C)(C)OC(=O)NNC(=O)C12CC3CC(CC(C3)C1)C2	i	-11	/	i	i	i	0	i	i	i	i
CCCCNC(=O)c1cc2n(n1)C(C(F)(F)F)CC(c1ccccc1)N2 (centres undefined)	i	-7	0	i	i	i	-1	i	i	i	i
CCOC(=O)/C(N=Nc1c(Br)cc(Br)cc1Br)=C(\C)O	i	-12	-2	i	i	i	-9	i	i	i	i
O=C(CCS(=O)(=O)Cc1ccccc1)N1CCN(c2ccc([N+](=O)[O-])cc2)CC1	i	-2	0	i	i	i	1	i	i	i	i
CC1CCC2(CC1)NC(=O)N(CC(=O)N1CCN(S(=O)(=O)c3ccccc3)CC1)C2=O (centres undefined)	i	-12	-1	i	i	i	7	i	i	i	i
O=C(O)C1C2CCC(C2)C1C(=O)NCc1ccccn1 (centres undefined)	i	-3	1	i	i	i	-2	i	i	i	i
COc1cccc(CC(=O)OCC(=O)N2CCN(c3ccc(F)cc3)CC2)c1	i	-7	3	i	i	i	6	i	i	i	i
O=C(Nc1ccc(Br)cc1)N1CCc2ccccc2C1	i	-7	-9	i	i	i	-4	i	i	i	i
CC1CCCC1/C(=N/O)c1ccccc1 (centres undefined)	i	-6	-1	i	i	i	-4	i	i	i	i
O=C(/C=C/c1ccccc1)N1CCC(c2ccccc2)C1 (centres undefined)	i	-6	-10	i	i	i	8	i	i	i	i

Continuation:
SMILES	KCNQ1 block	hERG rescue	DYRK1A inh	KCNK3 block	TRPC4 inh	TRPC4 agonist	Platelet DG rel	TRPC4 PAM	PolyA inh	KCNK9 block	KCNQ1 act
O=c1[nH]cnc2scc(-c3ccsc3)c12	i	-6	41	i	i	i	-3	i	i	i	i
Cc1occc1-c1nnc(SCC(=O)N(C)c2ccccc2)n1C	i	-19	10	i	i	i	6	i	i	i	i
COc1ccccc1CNC(=O)c1nn(C)c2c1CS(=O)(=O)c1ccccc1-2	i	-10	3	i	i	i	8	i	i	i	i
CC(C)CCOCc1nc2sc3c(c2c(=O)[nH]1)CCC(C)C3 (centres undefined)	i	-3	2	i	i	i	-1	i	i	i	i
Nc1ccc(NC(=O)c2cccs2)c(Cl)c1	i	-6	-4	i	i	i	4	i	i	i	i
COc1cccc(C2c3[nH]c4ccccc4c3CCN2C(=O)c2ccccc2F)c1OC (centres undefined)	i	-3	-4	i	i	i	-4	i	i	i	i
CCN1CCN(CCC(=O)Nc2ccc(F)c(F)c2)CC1	i	-9	-2	i	i	i	-2	i	i	i	i
Cc1c(NC(=O)COC(=O)CCC(=O)c2ccc(Cl)cc2)c(=O)n(-c2ccccc2)n1C	i	-7	1	i	i	i	0	i	i	i	i
Cc1c(Cl)cccc1NC(=S)N(Cc1cccs1)C1CCCC1	i	-11	/	i	i	i	-3	i	i	i	i
CN(C)CCCN(C(=O)c1ccc(S(=O)(=O)N(C)C)cc1)c1nc2cc3c(cc2s1)OCO3	i	-7	9	i	i	i	-1	i	i	i	i
CCCS(=O)(=O)N1CCCC(C(=O)NCCCN2CCCC2=O)C1 (centres undefined)	i	-9	-4	i	i	i	0	i	i	i	i
Cc1ccc(OCCSc2nc3ccccc3n2CCC(=O)O)cc1	i	-4	-4	i	i	i	13	i	i	i	i
O=C(CCCc1cccs1)N1CCN(S(=O)(=O)c2ccccc2Br)CC1	i	-6	-3	i	i	i	-1	i	i	i	i
Cc1ccc(NC2=NCC(=O)N2C2CCCC2)cc1	i	-9	-1	i	i	i	-1	i	i	i	i
Cc1ccc(NC(=O)CCCC2CCCCC2)c(O)c1	i	-7	-7	i	i	i	-4	i	i	i	i
O=C(CCCOc1ccccc1)Nc1ncccn1	i	-4	0	i	i	i	0	i	i	i	i
O=C(O)c1cccc([N+](=O)[O-])c1C(=O)Nc1cccc2ccccc12	i	-4	-4	i	i	i	0	i	i	i	i
Cc1ccc(S(=O)(=O)Oc2ccc(/C=C3\N=C(c4cccc(C)c4)OC3=O)cc2)cc1	i	-13	6	i	i	i	2	i	i	i	i
CCCCNC(=O)COC(=O)c1cc2c(C)nn(-c3ccccc3)c2s1	i	-2	3	i	i	i	10	i	i	i	i
O=Cc1ccc(N2CCCC2)o1	i	-6	0	i	i	i	-1	i	i	i	i
COC(=O)c1ccccc1NC(=O)c1cccnc1	i	-6	3	i	i	i	-3	i	i	i	i
COc1cc(C(=O)NCc2nnc(SCC(=O)Nc3nccs3)o2)cc(OC)c1OC	i	1	/	i	i	i	0	i	i	i	i
COc1ccnc(Oc2ccc(Cl)cc2)c1C#N	i	-11	0	i	i	i	2	i	i	i	i
Cc1nc(C)c(C(=O)N/N=C/c2cn(C)c3ccccc23)s1	i	-7	6	i	i	i	2	i	i	i	i
c1ccc(-c2ccc3c(c2)NC(C2Nc4cc(-c5ccccc5)ccc4O2)O3)cc1 (centres undefined)	i	-3	1	i	i	i	4	i	i	i	i

The list goes on, starting with the last 2 of the part before.
SMILES	KCNQ1 block	hERG rescue	DYRK1A inh	KCNK3 block	TRPC4 inh	TRPC4 agonist	Platelet DG rel	TRPC4 PAM	PolyA inh	KCNK9 block	KCNQ1 act
Cc1nc(C)c(C(=O)N/N=C/c2cn(C)c3ccccc23)s1	i	-7	6	i	i	i	2	i	i	i	i
c1ccc(-c2ccc3c(c2)NC(C2Nc4cc(-c5ccccc5)ccc4O2)O3)cc1 (centres undefined)	i	-3	1	i	i	i	4	i	i	i	i
Oc1ccc(O)c(/C(=N/Nc2ccccc2)c2ccccc2)c1	i	-10	/	/	i	i	0	i	i	i	i
Cn1c(=O)c2sccc2n2c(CCCC(=O)Nc3ccc(F)cc3F)nnc12	i	-11	-7	i	i	i	-17	i	i	i	i
O=C(c1cc(-c2cccs2)on1)N1CCN(C(c2ccccc2)c2ccccc2)CC1	6*	-20	-6	i	i	i	-1	i	i	i	i
Cc1ccc(OCC2Cn3c(nc4c3c(=O)n(C)c(=O)n4C)O2)cc1 (centres undefined)	i	-6	4	i	i	i	8	i	i	i	i
Cc1ccc(NC(=O)COC(=O)c2cc(Cl)ccc2[N+](=O)[O-])cc1	i	-6	-1	i	i	i	0	i	i	i	i
Cc1occc1-c1nnc(SCC(=O)c2c(N)n(Cc3ccccc3)c(=O)n(C)c2=O)n1C	i	-4	2	i	i	i	9	i	i	i	i
CCOC(=O)N/N=C1\CCS(=O)(=O)c2ccc(Cl)cc21	i	-11	10	i	i	i	/	i	i	i	i
Cc1ccc(S(=O)(=O)N(CC(=O)NN=C2CCN(C)CC2)c2ccc(C(C)C)cc2)cc1	i	-3	-2	i	i	i	-1	i	i	i	i
Cc1ccc(S(=O)(=O)N(C)C)cc1NC(=O)COC(=O)/C=C/c1ccc2ccccc2n1	i	-8	/	i	i	i	0	i	i	i	i
CCNc1nc2c(c(=O)n(Cc3ccccc3)c(=O)n2C)n1Cc1ccccc1	i	-4	-2	i	i	i	5	i	i	i	i
COc1ccc(-c2csc(CCn3nc(C)cc3C)n2)cc1OC	i	-13	-2	i	i	i	?	i	i	i	i
COc1ccccc1N(CC(=O)Nc1ccc(S(=O)(=O)N2CCCCC2)cc1)S(C)(=O)=O	i	-6	-1	i	i	i	-1	i	i	i	i
Cc1c(NC(=O)Nc2ccccc2Cl)c(=O)n(-c2ccccc2)n1C	i	-6	1	i	/	i	-2	i	i	i	i
O=C(O)CC1S/C(=N/N=C/c2ccc([N+](=O)[O-])cc2)N(c2ccc(O)cc2)C1=O (centres undefined)	i	-4	-3	i	i	i	4	i	i	i	i
O=C(/C=C/c1ccc(F)cc1)Nc1ccc2[nH]c(=O)[nH]c2c1	i	-10	24	i	i	i	1	i	i	i	i
COc1ccc([C@@H]2[C@@H]3C(=O)N(C(C)(C)C)C(=O)[C@@H]3[C@]3(Cc4ccccc4)C(=O)N(c4ccc(C)cc4)C(=O)N23)cc1	i	-7	-4	i	i	i	-2	i	i	i	i
CNC(=O)c1snnc1-c1ccccc1	i	-6	4	i	i	i	10	i	i	i	i
CC1(C)CC(=O)C2=C(C1)OC(c1ccc(O)cc1)C(C#N)=C2N (centres undefined)	i	-3	5	i	i	i	3	i	i	i	i

This is a subset. The share of hits here may be higher or lower than overall.
